mcGAS lum: mouse cGAS inhibition by luminescence; Q8C6L5; recombinant cGAS, Kinase-Glo ATP depletion luminescence; inhibition, % at 12.5 µM; 160,000 compounds, 0.15% hits;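 note: 0% = negative control wells and 100% = reference inhibitor with no enzyme activity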
hcGAS inh: inhibitors of human cGAS; Q8N884; recombinant h-cGAS, ATP depletion, Kinase-Glo luminescence; inhibition, % at 12.5 µM; 290,000 compounds, 0.081% hits; AID 1259398;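 note: 0% = vehicle reaction and 100% = reaction without DNA for no activity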
Target sequence (Q8N884 whole entry, looked up): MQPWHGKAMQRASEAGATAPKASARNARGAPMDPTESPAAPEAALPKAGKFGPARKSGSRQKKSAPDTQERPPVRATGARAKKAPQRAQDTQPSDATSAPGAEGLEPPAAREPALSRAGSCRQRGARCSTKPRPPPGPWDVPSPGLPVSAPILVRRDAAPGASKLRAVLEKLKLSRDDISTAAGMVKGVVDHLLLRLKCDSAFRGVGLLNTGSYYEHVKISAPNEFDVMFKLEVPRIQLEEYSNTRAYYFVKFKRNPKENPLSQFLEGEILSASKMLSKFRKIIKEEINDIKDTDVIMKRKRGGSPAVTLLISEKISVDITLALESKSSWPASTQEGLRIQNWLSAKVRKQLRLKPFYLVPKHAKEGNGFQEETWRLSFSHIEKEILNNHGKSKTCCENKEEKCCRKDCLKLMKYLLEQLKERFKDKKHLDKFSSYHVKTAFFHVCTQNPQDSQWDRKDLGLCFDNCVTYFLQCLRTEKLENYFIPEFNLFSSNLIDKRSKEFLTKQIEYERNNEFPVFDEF
NPYLR7 ag: mosquito NPYLR7 agonism; HEK293T NPYLR7/Galpha15, GCaMP6s calcium fluorescence; activation, % at 10 µM; 270,000 compounds, 0.15% hits; AID 1259423; in the data active = activation above about 40%;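 note: 0% = vehicle and 100% = reference agonist at the receptor; some compounds past the cut are filed as inactive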
Numbers without * were called inactive; x = not tested or not shown; & = joins results of further samples. Cut-off read from the data, not from the text of the source, unless noted: active = inhibition above about 40%; inactive = the rest. This is a random part of the collection. About 0.26% of those tested had a hit in this group.

SMILES	mcGAS lum	hcGAS inh	NPYLR7 ag
COc1cccc(CNC(=O)C2CCN(C(=O)[C@@H]3CCCN3C(=O)Nc3ccccc3Br)CC2)c1	-6	-2	16
COc1ccc(-c2ccc(C(=O)N3CCCN(c4ncccn4)CC3)cn2)cc1	-3	-3	2
CN(C)Cc1ccccc1CNS(=O)(=O)c1ccc(F)cc1	x	1	-2
Cn1c(=O)n(CCCc2ccccc2)c(=O)c2c1nc1n2CCCN1Cc1ccco1	-3	-1	3
O=C(CCc1ccccc1)Nc1ccnn1C1CCN(C(=O)c2n[nH]c3c2CCCC3)CC1	-8	0&-7	4&28
Fc1ccc(C2CC(c3cccc(Br)c3)Nc3nnnn32)cc1 (centres undefined)	x	-12	10
O=C(Nc1ccc(F)cc1)N1CCC(n2cc(CN3CCOCC3)nn2)CC1	x	-6	3
O=C(CCC1CCCN(C(=O)CCCc2ccccc2)C1)N1CCCC1 (centres undefined)	-9	-6	-3
Nc1cccc(C(=O)Nc2cc(=O)n(-c3c(Cl)cc(Cl)cc3Cl)[nH]2)c1	-8	0	-4
Cc1nnc(SCCCNC(=O)c2ccncc2Cl)s1	x	-8	13
O=S(=O)(Nc1ccccc1Cl)c1ccc2oc(=S)[nH]c2c1	x	-4&-5	-7&2
O=C(NCc1ccccc1)c1cnc(N2CCN(Cc3ccccc3)C2=O)o1	x	-11	-1
FC(F)(F)c1cccnc1N1CCN(Cc2nc3ncccn3c2Br)CC1	x	0	1
O=c1cc(CN2CCN(S(=O)(=O)c3ccc4c(c3)OCCO4)CC2)occ1OCc1ccccc1Cl	1	-2	-2
CCN(Cc1nc(C(C)C)no1)C(=O)c1ccccc1-n1cccn1	0	2	x
N#Cc1cccc(NCc2c(F)cccc2Cl)c1	-6	-8	-1
Cc1nc(C(=O)NCCCOc2cccc([N+](=O)[O-])c2)cs1	-3	-8	-9
CCc1ccc(S(=O)(=O)Nc2ccc(-c3csc4nc(C)cc(=O)n34)cc2)cc1	-5	2	-5
CNC(=O)C1CCN(Cc2ccc(C(=O)Nc3cc(F)ccc3C)cc2)C1 (centres undefined)	x	2	4
O=C(/C=C/c1ccccc1)N1CCN(c2nccc(-c3cccc(C(F)(F)F)c3)n2)CC1	-6	-5	6
CC(=O)Nc1ccc(SCc2ccc(C(=O)N3C4CCC3CC(Oc3ccc(F)cc3F)C4)cc2)cc1 (centres undefined)	-8	-18	4
Cc1ccc(NC(=O)N2CCC(=O)N(CC3CC3)C(C(C)C)C2)cc1 (centres undefined)	x	-5	3
CC(=O)CC1(O)C(=O)N(CN2CCCCC2)c2ccccc21 (centres undefined)	-9	3	4
CN1CCN(c2ccc(Nc3nccc4[nH]c(-c5ccsc5)cc34)cc2)CC1	22	28	3
CCCCSc1nnc2c(n1)OC=Nc1ccc(Br)cc1-2	x	1	3
Cc1ccc(S(=O)(=O)N(Cc2nccn2Cc2cccc(C(F)(F)F)c2)CC2CC2)cc1	-7	-7	0
O=S(=O)(Nc1ccc2c(c1)OCCO2)c1ccc2c(c1)CCCC2	x	-4	5
O=C(Nc1ccc(Br)cc1)N1CCSC1c1cccc(OCc2ccccc2)c1 (centres undefined)	0	3	-2
O=C(NCc1cnn(Cc2ccccc2)c1)C1CCN(c2ccccc2)C1=O (centres undefined)	x	-11	2
O=C(c1cc(C2CC2)on1)N1CCc2c([nH]c3ccccc23)C1c1cc(F)ccc1F (centres undefined)	1	5	-1
COC(=O)c1ccc(S(=O)(=O)N2CC(c3ccccn3)C2)n1C	x	-9	3
O=C(NC1CCCCCC1)N1CCC(n2cc(CCO)nn2)CC1	-13	-5	0
Cc1ccc(Cl)cc1Nc1ncccc1C(=O)N1CCC(n2c(=O)[nH]c3ccccc32)CC1	-3	-3	0
Cc1nc(C(=O)N2CCc3c(c(C(=O)NCc4ccccc4)nn3C)C2)cs1	-2	1	6
Cc1nc2nc[nH]n2c(=O)c1Cc1ccccc1	-4	-4	0
Cc1cccc(C(=O)N=Nc2c(O)[nH]c3cc(Br)c(C)cc23)c1	x	-4	-3
O=C(Nc1ccccc1)Nc1nnc(-c2ccc3c(c2)OCCO3)o1	x	-13	-1
O=S(=O)(/C=C/c1ccccc1)Nc1cccc2c(O)cccc12	-3	0	9
COc1ccc(CNc2nnc(SC(C)C(=O)NC3CC3)s2)cc1 (centres undefined)	x	-4	3
OC(c1ccccc1)C1CCN(Cc2cn[nH]c2-c2ccc(F)cc2F)CC1 (centres undefined)	x	-1&1	3&1
Cc1ccc2nc(N(Cc3cccnc3)C(=O)c3ccc(C#N)cc3)sc2c1	-9	-4	-11
CCn1cnnc1CNC(=O)c1cc2c(s1)CCC(C(C)(C)C)C2 (centres undefined)	-8	-13	0
CCN(Cc1nc2cc(Cl)ccc2c(=O)[nH]1)C(=O)c1cc(C)ccc1C	x	-5	-2
COc1ccc(N=C2SC(=Cc3ccc(Cl)cc3)C(=O)N2N2CCOCC2)cc1	-3	-5	-5
CCN(CCn1cccn1)C(=O)CC1C(=O)NCCN1C1Cc2ccccc2C1 (centres undefined)	x	-7&-4	3
Cc1ccc(-n2cn[nH]c2=O)cc1	x	-6	-7
O=C(NCc1cc(-c2ccco2)on1)c1cccc(CC2CCNCC2)c1	-12	-3	4
N#CC1(C(=O)NCc2ccccc2Cl)CCCC1	x	-2	-4
COc1ccc(-n2c(SCc3cccc(C#N)c3)nnc2C2CCCCC2)cc1	-3	-3	27
O=S(=O)(NCCNC/C=C/c1ccc(Br)cc1)c1cccc2cnccc12	-11	-2&-9	-1&-3
CCCCNC(=O)C1(C)CCN1Cc1cccc2c(OC)cc(C(=O)OCC)cc12 (centres undefined)	x	-15	0
CC(=O)C=C(C)NCCNC(C)=CC(C)=O	x	9	-3
CCCN(CCC)C(=O)c1c(C(F)(F)F)nn(C2CCCN(C)C2)c1C (centres undefined)	x	0	9
CCC1(C)CC(CC#N)(c2ccc(C)cc2)CCO1 (centres undefined)	-7	-6	0
CCc1nc2c(OCCCN(C)S(C)(=O)=O)cccn2c1N(C)C(=O)c1ccco1	-5	-5	14
O=c1nc(C=C2Nc3ccccc3S2)sc2ccccc12	x	-5	-4
CCCc1c(C(=O)N2CCCC(C(=O)OCC)C2)cnn1-c1ccccc1C (centres undefined)	1	5	-16
O=C(CC1CCCC1)N1CCC(CO)(Cc2cccc(C(F)(F)F)c2)CC1	x	-8	1
C=C1c2ccccc2C(=O)N1C(C)C(=O)NCCSCc1ccc(C)cc1 (centres undefined)	3	-3	3
Cc1cccc(NC(=O)Nc2c(C)nc3c(C)cccn3c2=O)c1	-8	-7	2
Carrying on.
SMILES	mcGAS lum	hcGAS inh	NPYLR7 ag
COC(=O)c1ccc(C)c(S(=O)(=O)NC(C#N)C(C)(C)C)c1 (centres undefined)	-10	-3	-1
Cc1nnsc1C(=O)N1CCCC(C(=O)c2ccc3c4c(cccc24)CC3)C1 (centres undefined)	x	-3	14
CC(C)N(Cc1cc(NC(=O)C2CCCC2)ccc1N(C)C)S(C)(=O)=O	-9	-7	17
CCC1CCCCN1C(=O)NC1CCN(c2ccccc2)C1=O (centres undefined)	x	-17	5
Cc1cc2ncc(C(=O)NC3CCOC(C)(C)C3)c(C)n2n1 (centres undefined)	-4	-2	4
Cc1ccc(-c2ccc(OCCNC(=O)COc3ccccc3)nn2)cc1	-6	-10	-4
CC(C)CSc1nc2c(c(=O)n(C)c(=O)n2C)n1CC=Cc1ccccc1	-7	-1	1
CCOC(=O)C1(Cc2cccc(OC)c2)CCCN(C(=O)c2cnsn2)C1 (centres undefined)	x	-4	2
CCn1nnc2c(SCc3c(F)cccc3Cl)ncnc21	x	-6	0
CC(=O)N1CCc2ccccc2C1CC(=O)NC1CCCC1 (centres undefined)	-8	-18	2
COc1cccc(NC(=O)CSc2nc(=O)n3cc(C)ccc3n2)c1	-8	-12	2
COCCc1nc2c(c(=O)[nH]1)CCN(C(=O)CC1CCCCC1)CC2	-1	-2	x
c1csc(-c2noc(CSc3nc4ccccc4o3)n2)c1	x	-4	11
Cc1nc(CC(=O)NCCc2csc(-c3cccnc3)n2)cs1	-11	-7	6
CCCNC(=O)CNC(=O)CSc1ccc(Br)cc1	x	-6	4
COCCCC1CCN(Cc2cn[nH]c2-c2cc(OC)c(OC)c(OC)c2)CC1	x	-3	1
CCN1CC(C)SC1=N (centres undefined)	x	-5	20
COc1ccc(S(=O)(=O)NCC2CCCN(C(=O)c3ccc4ncccc4c3)C2)cc1 (centres undefined)	-5	-9&-5	8&-4
Cc1cnc(C(=O)Nc2cc3c(cc2Cl)OCCCO3)cn1	x	-3	1
CC(C)S(=O)(=O)N(C)C(=O)/C=C/c1csc(Br)c1	-7	-5	-4
Cc1cn2c(n1)CCC(NS(=O)(=O)c1ccccc1Cl)C2 (centres undefined)	x	2&-5	-25&-1
CCOC(=O)c1cc(C(C)(C)C)n(C2CCN(C(=O)Cc3ccc4c(c3)OCO4)CC2)n1	-6	-5	0
CCCCNC(=O)N(Cc1ccc(OS(=O)(=O)c2cccc(C(F)(F)F)c2)cc1)C(C)CC (centres undefined)	-4	-7	x
C#CCNC(=O)CSCc1ccccc1Cl	-15	-2	16
CCOC(=O)c1nc2cc(C)c(C)cc2nc1N1CCN(S(=O)(=O)c2ccccc2C(F)(F)F)CC1	-5	-6	5
Cc1cccc(Nc2ncc([N+](=O)[O-])cc2[N+](=O)[O-])n1	-3	-10	-1
O=C1CSC(c2ccccn2)N1c1ccc(Cl)cn1 (centres undefined)	x	-9	-6
CCn1ncnc1-c1c(-c2ccccc2)ncn1CCc1ncccc1C	x	-4	3
CCn1ncnc1CN(C)Cc1cccc2cnccc12	0	-1	-19
CCc1nc2c(OCc3ccc(F)cc3)cccn2c1N(C)C(=O)c1ccc(C)cc1	-3	0	-3
FC(F)Sc1ccc(NC(=S)NN2CCCCC2)cc1	x	-9	1
Cc1nn(-c2nc(C)c(C)c(=O)[nH]2)c(C)c1CCC(=O)NCc1cc(-c2ccccc2)on1	x	-11	10
CN1CCN(CCNC(=O)C(=O)Nc2ccc(Cl)c(C#N)c2)CC1	-8	-4	7
CN1CCC2(CC1)CN(C(=O)CC13CC4CC(CC(O)(C4)C1)C3)CCN2C	-14	0	6
COc1ccccc1-c1cc(C(=O)N2CCN(c3cccc(C(F)(F)F)c3)CC2)n2nc(C(C)(C)C)cc2n1	-9&-5	-8&-4	-11&7
CCN(CCNC(=O)C1COCC(=O)N1Cc1ccccc1)C1CC1 (centres undefined)	x	1	-5
O=C(CN(C1CC1)S(=O)(=O)c1ccc(F)cc1)N(CCc1c[nH]c2ccccc12)Cc1ccc(C(F)(F)F)cc1	-5	-7	11
C#CCOCC(O)CN(Cc1ccco1)Cc1ccc(F)cc1F (centres undefined)	-9	-5	13
CC(Cn1cccn1)n1cnc2cccc(C(F)(F)F)c2c1=O (centres undefined)	x	-8	-1
[O-][N+](=Cc1ccc(F)cc1)c1ccccc1	-6	-7	-6
Nc1cc(-c2cccc(Cl)c2)nn1-c1ccc(C(=O)Nc2ccc(Oc3ccccc3)cc2)cc1	-6	-5	-5
CCC1(c2ccccc2)NC(=O)N(C)C1=O (centres undefined)	x	-7	21
Cc1cc(C)c2sc(N(CCCN3CCOCC3)C(=O)c3ccno3)nc2c1	x	0	0
COc1ccccc1-n1c(CNC(=O)c2cccs2)nnc1SCC(=O)Nc1cccc(C)c1	-6	-7	11
Cc1ccc(C(NC(=O)CN2CSCC2=O)c2ccccc2)cc1 (centres undefined)	x	-4	1
Cc1ccc(-c2csc(NC(=O)C(C)OCC3CCCO3)n2)c(C)c1 (centres undefined)	x	-4	-4
COc1cccc(-c2cn(CCc3c(C)n[nH]c3C)nn2)c1OC	x	-9	1
CC1COC2(CCN(c3nc(=O)c4cc(C(F)(F)F)cc([N+](=O)[O-])c4s3)CC2)O1 (centres undefined)	-10	-8	-6
CC1CC1c1ccc(CNCc2ccc3c(c2)OCCO3)o1 (centres undefined)	x	-13	2
Cc1ccccc1CC1(C)C(=O)Nc2c(Cl)ccc(Cl)c21 (centres undefined)	-2	-2	5
COc1ccc(Nc2nnc(-c3cc4cc([N+](=O)[O-])ccc4oc3=O)s2)cc1	-6	-6	-13
CC1=C(C(=O)OC2CCCC(C)C2)C(c2ccccc2OCc2ccccc2)NC(=O)N1 (centres undefined)	-5	-2	-4

Rewritten with values under each structure: entries from further up.
Below each compound – mcGAS lum | hcGAS inh | NPYLR7 ag
C#CCOCC(O)CN(Cc1ccco1)Cc1ccc(F)cc1F (centres undefined)
    -9 | -5 | 13
CC(Cn1cccn1)n1cnc2cccc(C(F)(F)F)c2c1=O (centres undefined)
    x | -8 | -1
[O-][N+](=Cc1ccc(F)cc1)c1ccccc1
    -6 | -7 | -6
Nc1cc(-c2cccc(Cl)c2)nn1-c1ccc(C(=O)Nc2ccc(Oc3ccccc3)cc2)cc1
    -6 | -5 | -5
CCC1(c2ccccc2)NC(=O)N(C)C1=O (centres undefined)
    x | -7 | 21
Cc1cc(C)c2sc(N(CCCN3CCOCC3)C(=O)c3ccno3)nc2c1
    x | 0 | 0
COc1ccccc1-n1c(CNC(=O)c2cccs2)nnc1SCC(=O)Nc1cccc(C)c1
    -6 | -7 | 11
Cc1ccc(C(NC(=O)CN2CSCC2=O)c2ccccc2)cc1 (centres undefined)
    x | -4 | 1
Cc1ccc(-c2csc(NC(=O)C(C)OCC3CCCO3)n2)c(C)c1 (centres undefined)
    x | -4 | -4
COc1cccc(-c2cn(CCc3c(C)n[nH]c3C)nn2)c1OC
    x | -9 | 1
CC1COC2(CCN(c3nc(=O)c4cc(C(F)(F)F)cc([N+](=O)[O-])c4s3)CC2)O1 (centres undefined)
    -10 | -8 | -6
CC1CC1c1ccc(CNCc2ccc3c(c2)OCCO3)o1 (centres undefined)
    x | -13 | 2
Cc1ccccc1CC1(C)C(=O)Nc2c(Cl)ccc(Cl)c21 (centres undefined)
    -2 | -2 | 5

Screens deposited in PubChem by Fisher Drug Discovery Resource Center.
